# KLF5 inh: suppresses KLF5 promoter-driven expression; DLD-1 KLF5 promoter-luciferase reporter, luminescence; inhibition, % at 5 µM; AID 1700; 290,000 compounds, 0.23% hits;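 active means inhibition above a per-plate limit of that plate's mean compound inhibition plus 3 SD, cut at about 60% in these data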;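 further: 0% = DMSO wells and 100% = LY294002 at 200 µM; higher means less KLF5 promoter-driven luciferase light; inactives centre near -14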
# HSP90 inh: HSP90 refolding inhibition in rabbit reticulocyte lysate | luciferase refolding luminescence, 3 h | inhibition, % at 5.6 µM | 290,000 compounds, 0.91% hits | AID 1789;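 active means inhibition above the screen-wide mean plus 3 SD, computed separately per campaign, cut at about 16% in these data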;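 further: 0% = DMSO wells and 100% = 60 µM geldanamycin wells; inhibitors lower the luminescence because luciferase stays unfolded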
# IEC-6 tox: kills IEC-6 intestinal cells in KLF5 counter-screen; IEC-6 cytotoxicity, luminescence viability; 290,000 compounds, 0.78% hits; inhibition, % at 5 µM; in the data active means inhibition above about 22%;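 further: 0% = plate median of test compound wells and 100% = cytotoxic reference compound wells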
# Platelet DG rel: platelet dense granule release activity | 300,000 compounds, 0.22% hits | human platelet-rich plasma, SFLLRN dense granule ATP release, luminescence | inhibition, %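 (compounds screened at 7.5 µM in platelet-rich plasma)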;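 active means mean replicate score, as percent of positive control, at or above 50; inconclusive means mean below 50 but at least one replicate at or above 50; inactive means mean and every replicate below 50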
# HSF1 activator: increases HSF-1 driven luciferase reporter signal | NIH3T3-HGL HSF-1 luciferase reporter, MG132, 8 h; 100% = twice DMSO control signal | activation, % at 9 µM | 300,000 compounds, 1.7% hits | AID 504408;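 active means mean replicate activation of at least 50% with a set share of replicates each reaching 50%; inconclusive means only one of those two conditions met; inactive means mean below 50% and too few replicates reaching it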;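 further: 0% = median of the neutral control wells and 100% = twice that signal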
# GSK3 alpha inh: blocks human GSK-3 alpha kinase | 320,000 compounds, 0.1% hits | P49840 | ADP-Glo luminescence, 60 min | inhibition, % at 10 µM;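 in the data active means inhibition above about 50%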;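 further: GST-tagged GSK-3 alpha with peptide substrate and 25 µM ATP; 0% = DMSO neutral wells and 100% = GW8510 positive control wells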
# Target sequence (P49840 whole entry, looked up): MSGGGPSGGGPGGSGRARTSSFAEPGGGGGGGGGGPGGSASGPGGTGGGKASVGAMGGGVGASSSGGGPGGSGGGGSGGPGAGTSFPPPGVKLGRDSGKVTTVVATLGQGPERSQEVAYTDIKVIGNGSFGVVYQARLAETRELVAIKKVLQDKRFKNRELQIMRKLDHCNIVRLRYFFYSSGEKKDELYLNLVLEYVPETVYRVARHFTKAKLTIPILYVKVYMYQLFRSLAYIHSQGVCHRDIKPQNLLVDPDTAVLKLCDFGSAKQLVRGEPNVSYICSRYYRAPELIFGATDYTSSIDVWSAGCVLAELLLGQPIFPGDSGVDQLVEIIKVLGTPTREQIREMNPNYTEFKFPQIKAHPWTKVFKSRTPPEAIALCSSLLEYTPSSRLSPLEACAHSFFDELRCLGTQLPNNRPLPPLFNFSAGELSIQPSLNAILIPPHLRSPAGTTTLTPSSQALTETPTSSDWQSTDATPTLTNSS
# HSF1 inh: HSF1 inhibition; 300,000 compounds, 0.77% hits; NIH3T3-HGL HSE-luciferase, MG132-induced, luminescence 8 h; hits give low values; AID 2098; activity change, negative = inhibition, % at 7.5 µM (by protocol);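 active means more than half of replicate wells show activity change below -50%, luminescence cut by over half; inconclusive means some wells, but at most half, below -50%; inactive means no replicate well below -50%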;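 further: luciferase reports HSF-1 transcriptional activity via heat shock element; 0% = median of DMSO wells and -100% = zero luminescence signal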
# Dyrk1A ADPGlo: blocks rat Dyrk1A kinase activity | AID 504441 | ADP-Glo luminescence, NFATc1 peptide | 310,000 compounds, 0.43% hits | inhibition, % at 12.5 µM | Q63470; in the data active means inhibition above about 50%;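 further: plate controls were vehicle with enzyme for no effect and no enzyme for full effect; many of its hits are not listed in these tables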
# GSK3B inh: inhibitors of human GSK3beta kinase. P49841. GST-GSK3beta kinase, ADP-Glo luminescence, 60 min; hits give low values. activity score (negative = inhibition), % at 10 µM. 300,000 compounds, 0.038% hits;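 active means more than half of replicate wells score below -50%, meaning over 50% inhibition versus plate controls; inconclusive means some replicates but at most half score below -50%; inactive means no replicate scores below -50%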;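 further: 0% = median DMSO wells and -100% = median GW8510 positive control wells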
# Target sequence (P49841 whole entry, looked up): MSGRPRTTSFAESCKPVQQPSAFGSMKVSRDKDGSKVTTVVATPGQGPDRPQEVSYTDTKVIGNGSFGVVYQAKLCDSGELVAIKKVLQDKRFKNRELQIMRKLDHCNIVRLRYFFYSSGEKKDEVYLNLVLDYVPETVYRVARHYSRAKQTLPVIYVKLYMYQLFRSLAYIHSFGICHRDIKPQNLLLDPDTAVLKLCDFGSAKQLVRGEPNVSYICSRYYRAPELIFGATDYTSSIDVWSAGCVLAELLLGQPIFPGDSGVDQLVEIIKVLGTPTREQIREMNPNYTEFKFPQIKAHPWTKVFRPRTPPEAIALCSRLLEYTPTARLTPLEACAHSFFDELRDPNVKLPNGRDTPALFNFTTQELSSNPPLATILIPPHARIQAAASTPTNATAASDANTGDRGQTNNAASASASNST
#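 Assay system: GST-fused GSK3beta enzyme, cell-free / Medium: Tris pH 7.5 buffer with MgCl2, DTT, BSA, heparin / Also added: peptide substrate plus 25 µM ATP (final) / Compound: 10 µM single point / Timing: kinase reaction with compound 60 min at room temperature / Detection: ADP-Glo luminescence / Benchmarks: DMSO neutral wells and GW8510 at 20 µM as positive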
# aSyn UTR inh: 5' untranslated region of α-synuclein, MLPCN primary screen | inhibition, % (tested at 7.5 µM) | 300,000 compounds, 0.82% hits | AID 1813 | alpha-synuclein 5'UTR reporter, inhibitor activity; in the data active means inhibition above about 60%; inconclusive means no clear call, values can overlap the other calls;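 further: H4 neuroglioblastoma cells stably carrying SNCA 5'UTR luciferase fusion; 0% = DMSO wells and 100% = positive control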
# * hit, by the source's call; ? = inconclusive; . = not tested or not shown. An excerpt; the hit share may differ from the screen's.
SMILES,KLF5 inh,HSP90 inh,IEC-6 tox,Platelet DG rel,HSF1 activator,GSK3 alpha inh,HSF1 inh,Dyrk1A ADPGlo,GSK3B inh,aSyn UTR inh
CCCCCCCCS(=O)c1sc2nc3c(cc2c1N)CCCC3 (stereo unspecified),-1,0,-5,-2,29,-3,-1,2,2,21
Cc1ccc(S(=O)(=O)NCc2ccc3c(c2)OCO3)cc1C,0,2,7,0,-11,-1,-10,-25,-4,3
COc1ccc(NC(=S)NNC(=O)c2ccco2)c(OC)c1,-19,-1,0,-14,2,1,1,1,2,-9
O=C(N/C(=C\c1ccc(F)cc1)C(=O)N1CCOCC1)c1ccccc1,-2,0,-7,5,-3,-4,-2,-6,2,2
CCCn1nc(C(=O)Nc2ccc3nc(C)sc3c2)c2ccccc2c1=O,16,2,1,3,-30,.,-28,9,2,17
O=c1nc(-c2ccccc2)cc(C(F)(F)F)[nH]1,-25,1,5,-5,-17,-5,-6,-4,0,8
CC1Cc2ccccc2N1C(=O)Cn1cnc2ccccc2c1=O (stereo unspecified),-19,1,-10,-1,16,1,-3,-5,0,-5
O=c1onc(-c2ccc(Cl)cc2)n1Cc1ccc(F)cc1,-4,5,5,-2,38,-1,6,-5,1,-35
COc1ccccc1N1CCN(CCCCOc2ccc(F)cc2)CC1,-2,2,-4,0,-10,-1,-7,-2,5,8
O=C(CSc1nc2ccccc2n1Cc1ccccc1)N/N=C/c1ccco1,-28,1,-5,4,.,1,.,8,1,.
CC(C)=CCCC(C)CN1CCC(n2nccc2NC(=O)c2ccccc2)CC1 (stereo unspecified),-9,-4,0,0,-9,1,0,-1,2,0
O=C(CN(Cc1ccccc1F)S(=O)(=O)c1ccc(Cl)cc1)NCCCO,-14,1,1,2,6,-3,2,11,3,6
CCCc1cc(=O)oc2cc(OCC(=O)N3CCOCC3)c(Cl)cc12,3,-1,2,-20,-1,4,-1,0,0,6
Cc1ccc(NC(=O)c2c(C)nc3sc(C(=O)NC4CCCC4)c(N)c3c2-c2ccco2)c(C)c1,-9,7,-5,-7,30,-2,-1,1,3,14
CCc1ccc(NC(=S)N2CCCC2)cc1,-78,-5,0,.,.,.,.,1,-5,.
CC(C)c1ccc(NC2CCCN(C(=O)c3ccncc3)C2)cc1 (stereo unspecified),-53,-2,5,-14,0,2,-4,-5,-5,13
COC(=O)c1ccc(Oc2nc(NC(C)(C)C)nc(N3CCOCC3)n2)cc1,-17,-2,-6,33,-3,-2,-2,.,-1,18
CCN1CCN(CCCNc2ncnc3nc[nH]c23)CC1,1,-1,-2,-24,-89,4,-87*,7,3,7
CC1CC(C)CN(CC(C)(C)NS(=O)(=O)c2ccccc2)C1 (stereo unspecified),-11,1,3,1,-7,-3,-5,-1,4,25
COc1ccc(-n2nc3c(c2NC(=O)C2CC(=O)N(c4ccccc4)C2)CS(=O)(=O)C3)cc1 (stereo unspecified),0,-4,-11,-1,-1,4,-11,-2,-3,0
CC1(C(=O)O)CCC(C(=O)NNC(=O)c2ccccc2O)C1(C)C (stereo unspecified),-5,0,1,-1,-17,-2,0,-3,-5,-4
Cc1cc(/C=N/NC(=O)c2cccs2)c(C)n1-c1cnccn1,-151,1,13,-4,23,1,17,10,0,-170
N#CC1(c2ccccc2)CCC(=NO)CC1 (stereo unspecified),-15,0,4,11,-3,-1,6,-7,3,2
Cc1ccc(CNCCC2=CCCCC2)cc1,-14,-5,1,-8,13,-1,5,-2,1,-10
O=C(CCCCl)Oc1ccc2cc(-c3ccc4ccccc4n3)c(=O)oc2c1,-25,-4,-1,-8,41,2,23,-6,0,-125
O=C(c1ccc(Br)c(S(=O)(=O)N2CCCCC2)c1)N1CCCCC1,-35,-1,0,13,8,2,-2,-1,-1,-9
CCOC1(c2ccccc2)CC1C(=O)N/N=C/c1cccc([N+](=O)[O-])c1 (stereo unspecified),3,4,1,3,0,-2,1,-2,-2,27
O=C(Nc1ccc(C(=O)O)cc1)/C(=C\c1cccc([N+](=O)[O-])c1)NC(=O)c1ccc(Br)o1,-5,1,2,4,-7,0,0,5,-1,10
COc1cc(Br)c(C(=O)c2nccc3cc(OC)c(OC)cc23)cc1OC,0,42*,11,1,39,-3,14,19,-2,14
N#Cc1cnn(-c2ncnc3sc4c(c23)CCCC4)c1N,-8,4,12,2,5,1,-4,-5,-2,13
COC(=O)C(Cc1ccccc1)NC(=O)CCCC(=O)NCc1cccc(OC)c1 (stereo unspecified),-15,3,0,-1,-3,-1,-8,.,1,-7
COc1ccc(-n2c(COc3ccc4c(c3)OCO4)nnc2SCC(=O)O)cc1,-16,-2,-3,2,9,0,0,8,-1,7
CSc1cc(C)nc(NC(C)=O)n1,6,1,-5,-2,12,-3,-7,-3,2,-3
CC1CN(S(=O)(=O)c2ccccc2)C(C)CN1S(=O)(=O)c1ccccc1 (stereo unspecified),-13,3,9,0,-7,.,0,-1,3,6
Cc1ccc(S(=O)(=O)/N=c2\sccn2C)cc1,1,0,1,-8,-13,-1,-3,-4,-6,3
Cc1cc2c(c(=O)n1Cc1ccco1)C(c1ccccc1)C(C#N)=C(N)O2 (stereo unspecified),-35,2,-1,-2,18,2,-5,8,1,11
CN(C)S(=O)(=O)c1ccc(Cl)c(NC(=O)CN2CCCC2)c1,-35,-1,-4,-10,5,0,-6,3,-8,1
Cc1cccc(C(=O)Nc2cc(C)ccc2NC(=O)COc2ccccc2)c1,-32,-3,-5,0,2,-3,0,-1,0,5
Cc1cccc(N2CCN(C(=O)CC(NC(=O)c3ccccc3)c3ccccc3)CC2C)c1 (stereo unspecified),-5,1,-2,-8,4,0,0,2,4,31
O=C(CCc1nnc(CCCCc2ccccc2)o1)N1CCCC(O)C1 (stereo unspecified),-17,4,2,-1,-7,0,2,3,1,0
O=C(Nc1nccs1)C1CC(=O)N(c2ccccc2Cl)C1 (stereo unspecified),-48,3,0,1,-7,-2,-6,3,-1,15
Cc1sc2c(c1C)CN(C(C)(C)C)CN2C(=O)c1ccccc1,-41,0,2,-14,35,.,19,-4,2,-64
O=C(c1ccc([N+](=O)[O-])cc1)N(Cc1ccccc1)c1ccccn1,-19,4,0,-2,0,-2,-2,-2,-1,-9
CC(=O)c1cc2c(cc1NC(=O)CN1CCOCC1)OCO2,-38,-4,1,-5,-2,3,-6,-4,0,1
CCOC(=O)c1ccc(NC(=O)N2CCc3ccccc3C2)cc1,-22,6,15,2,-33,-1,-27,2,-1,7
Cc1cc(/C=C2/C(=O)NN(c3ccccc3)C2=O)c(C)n1-c1cccc(O)c1,-20,14,0,0,-69,1,-63*,3,1,-74
O=C(NNC(=O)C1CC(=O)N(Cc2ccccc2)C1)c1ccc(Br)cc1 (stereo unspecified),-7,-2,-4,-4,1,1,-5,1,1,2
Cc1ccc(CCNC(=O)c2ccc(NC3=NC4CS(=O)(=O)CC4S3)cc2)cc1 (stereo unspecified),-29,0,-5,14,-2,1,1,-4,1,2
Cc1ccc(CCC(=O)Nc2ccc(Cl)cc2)o1,-13,-1,9,-4,6,2,2,6,2,-47
Cn1cccc1/C=N\NC(=O)C1COc2ccccc2O1 (stereo unspecified),-14,-5,0,3,31,0,7,6,2,-33
O=C(Nc1ccc(Cl)cc1)NC1CCCCNC1=O (stereo unspecified),-23,1,-6,1,20,0,3,.,-3,-45
CCOC(=O)Cn1cc(/C=N/NC(=O)c2ccc(C#N)cc2F)c2ccccc21,-29,1,0,-12,-4,-2,-10,11,-1,-32
COc1cc(/C=N/NC(=O)C2CC(=O)N(c3ccc(C)cc3)C2)cc(OC)c1OC (stereo unspecified),-19,-2,5,22,16,-3,2,-6,-2,29
Cc1ccc(-c2noc(C3CCCN(C(=O)c4ccccc4Br)C3)n2)o1 (stereo unspecified),-28,-2,-4,1,10,-1,0,-5,3,-92
CC(C)COC(=O)c1ccc(NC(=O)C2C3CCC(C3)C2C(=O)O)cc1 (stereo unspecified),-34,-2,0,-3,34,-2,12,4,1,-131
CN(C(=O)COC(=O)c1ccc(Cl)c(N)c1)c1ccccc1,-7,-7,-3,3,-3,-3,4,-4,-2,-18
CN(C)S(=O)(=O)c1ccc(C(=O)NCc2ccccn2)cc1,-13,5,0,-3,2,-1,-8,-4,1,2
CCN(CC)c1ccc(C(=S)NC2CCCCC2)cc1,-25,0,17,5,17,1,6,-5,-4,-64
Cc1c(OCC(=O)OC(C)(C)C)ccc2c3c(c(=O)oc12)CCC3,-9,1,-3,3,11,-3,5,3,2,-62
Cc1cc(C)nc(NS(=O)(=O)c2ccc(NC(=O)Nc3ccccc3)cc2)n1,-9,1,1,6,5,-5,0,7,6,-21
# More entries:
SMILES,KLF5 inh,HSP90 inh,IEC-6 tox,Platelet DG rel,HSF1 activator,GSK3 alpha inh,HSF1 inh,Dyrk1A ADPGlo,GSK3B inh,aSyn UTR inh
Cc1sc2ncnc(SCC(=O)NC(=O)NCc3ccco3)c2c1C,-9,-1,-4,-3,19,-1,9,5,7,-8
COc1ccc(-c2cc(C(=O)NNC(=O)c3csc(N4CCOCC4)n3)c3ccccc3n2)cc1OC,.,.,.,2,0,-2,-7,8,2,-23
CN=C1S/C(=C\c2ccc(N3CCCC3)c(F)c2)C(=O)N1C,-27,0,0,4,?,-2,27,-4,1,-139
Cc1ccc(C(=O)Nc2ccc(N3CCCC3)cc2)cc1,-36,-4,-8,-2,24,-2,21,9,0,-160
CCn1c(SCC(=O)Nc2ccc(C(C)=O)cc2)nc2c([nH]c3ccccc32)c1=O,-44,4,15,29,33,-2,30,-2,-2,-27
CCc1cccc(NS(=O)(=O)c2c(C)[nH]c(=O)[nH]c2=O)c1,-6,6,-3,5,-9,-1,-1,0,-1,16
CCC(C)(C(=O)NC1CCCCC1)N(C(=O)CNC(C)=O)c1c(C)n(C)n(-c2ccccc2)c1=O (stereo unspecified),-25,0,-5,-2,1,0,-2,0,4,-7
Cc1cc(SCC(=O)OC/C(O)=C(\C#N)c2nc3ccccc3[nH]2)c(C)cc1Br,-18,1,2,9,-13,3,-9,-5,-1,-41
O=C(NCCCc1ccccc1)c1ccncc1,-27,0,-4,-2,3,0,5,1,1,-20
N#CCCCSc1nnc(-c2ccc(Cl)cc2)n1-c1ccccc1,-17,0,1,-18,46,0,2,.,5,9

# Complete entries as entered above. Screens in order: KLF5 inh	HSP90 inh	IEC-6 tox	Platelet DG rel	HSF1 activator	GSK3 alpha inh	HSF1 inh	Dyrk1A ADPGlo	GSK3B inh	aSyn UTR inh
# CSc1cc(C)nc(NC(C)=O)n1 reads 6	1	-5	-2	12	-3	-7	-3	2	-3
# CCN(CC)c1ccc(C(=S)NC2CCCCC2)cc1 reads -25	0	17	5	17	1	6	-5	-4	-64
# Cc1cc(/C=N/NC(=O)c2cccs2)c(C)n1-c1cnccn1 reads -151	1	13	-4	23	1	17	10	0	-170

# Compound activity (PubChem BioAssay)
